PLK1 PBD block – blocks phosphopeptide binding to human PLK1 polo-box domain; 360,000 compounds, 2.8% hits; Potency, µM, for inactives: max response, negative = inhibition, actives largely listed as inhibitors; AID 720504; P53350; Plk1 PBD binding of FITC phosphopeptide, fluorescence polarization; further: potency means the concentration at half of the fitted maximal effect; series mostly up to about 57 µM; on the % scale 0 is the no-effect control and ±100 the full control effect; nearly all actives have a fitted effect of over 65% in size
CCT chaperon mod – cytosolic chaperonin activity modulation. 360,000 compounds, 0.3% hits. purified chaperonin ATPase assay, HTRF ADP detection, 30 min. activity change, % (concentration not given with the values), hits read low; in the data active means activity change below about -30%; further: on the % scale 0 is the no-effect control and ±100 the full control effect
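ATPase activity: ADP formed was measured by HTRF Transcreener (665/615 nm ratio) after 30 min at 37 deg C with 10 uM ATP. Compounds screened at one 76 uM concentration against 40 or 20 nM TRiC in Tris pH 7.4/KCl/MgCl2/DTT buffer.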
EPAC1 antag – antagonists of human EPAC1; Potency, µM (titrated, usually from 115 µM), for the others: at the top dose activity change, negative = inhibition, hits mostly inhibitors; 360,000 compounds, 0.14% hits; EPAC1 GEF assay, Rap1b-BODIPY-GDP exchange fluorescence;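 further: potency means the concentration at half of the fitted maximal effect; plate controls were vehicle for no effect and positive control for full effect; nearly all actives have a fitted effect of over 50% in size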
Target sequence (O95398 whole entry, looked up): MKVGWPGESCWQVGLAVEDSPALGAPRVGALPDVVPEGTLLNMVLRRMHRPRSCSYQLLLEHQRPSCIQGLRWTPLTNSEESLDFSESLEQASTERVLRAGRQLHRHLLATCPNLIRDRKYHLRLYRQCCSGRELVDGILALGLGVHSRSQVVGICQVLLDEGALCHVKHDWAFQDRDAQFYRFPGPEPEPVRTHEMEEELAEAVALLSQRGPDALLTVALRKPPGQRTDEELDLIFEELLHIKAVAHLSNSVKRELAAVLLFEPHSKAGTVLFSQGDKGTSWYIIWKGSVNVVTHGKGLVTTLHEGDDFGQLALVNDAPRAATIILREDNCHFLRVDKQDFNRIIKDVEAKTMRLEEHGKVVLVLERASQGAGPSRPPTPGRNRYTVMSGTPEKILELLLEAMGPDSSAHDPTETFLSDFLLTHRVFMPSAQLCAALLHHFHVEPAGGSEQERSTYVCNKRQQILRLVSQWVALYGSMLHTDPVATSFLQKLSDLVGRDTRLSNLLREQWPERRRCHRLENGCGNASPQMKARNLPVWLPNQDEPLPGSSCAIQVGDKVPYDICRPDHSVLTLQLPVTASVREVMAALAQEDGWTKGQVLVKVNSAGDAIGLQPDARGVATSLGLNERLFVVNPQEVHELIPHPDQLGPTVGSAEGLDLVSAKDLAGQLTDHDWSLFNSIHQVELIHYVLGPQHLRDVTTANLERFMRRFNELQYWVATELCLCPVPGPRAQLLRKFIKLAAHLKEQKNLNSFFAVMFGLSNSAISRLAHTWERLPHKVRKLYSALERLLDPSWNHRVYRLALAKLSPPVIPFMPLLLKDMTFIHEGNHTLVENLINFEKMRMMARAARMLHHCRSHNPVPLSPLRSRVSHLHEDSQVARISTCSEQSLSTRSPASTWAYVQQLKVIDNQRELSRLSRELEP
PI5P4Ka inh – inhibitors of human PI5P4K alpha. P48426. PI5P4Kalpha enzyme, ADP-Glo luminescence, 60 min; hits give low values. max response, %. 330,000 compounds, 1.2% hits; active means max response of -50% or lower; inconclusive means between -30% and -50%; inactive means -30% or higher; further: value at the top dose of about 77 µM; on the % scale 0 is the no-effect control and ±100 the full control effect
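PI5P4Kalpha ADP-Glo assay; 5 microM ATP final; 60 min RT reaction; HEPES pH 7.4/EGTA/CHAPS, 5% DMSO; controls lacking substrate or enzyme; luminescent end-point.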
EPAC1 ag – agonists of human EPAC1; O95398; EPAC1 agonist qHTS, biochemical assay; response scale: 100% = response to 6.5 mM cAMP; Potency, µM (doses to about 154 µM), inactives show top-dose activation, hits mostly activators; 360,000 compounds, 0.073% hits; AID 720707; further: potency means the concentration at half of the fitted maximal effect; nearly all actives have a fitted effect of over 60% in size
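Normalized to 6.5 mM cAMP, activity reflects EPAC1-catalysed release of BODIPY-GDP from Rap1B, followed kinetically over 30 min at 480 nm excitation, 540 nm emission. Reaction contained 100 nM EPAC1, 250 nM Rap1B-BODIPY-GDP, 50 uM GDP.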
EPAC2 antagonist – blocks human EPAC2 exchange factor; Q8WZA2; EPAC2 GEF exchange of Rap1B-BODIPY-GDP, fluorescence; Potency, µM (doses to about 114 µM), for inactives: at the top dose activity, negative = inhibition, usual class: inhibitors; 360,000 compounds, 0.18% hits; AID 720708; further: potency means the concentration at half of the fitted maximal effect; on the % scale 0 is the no-effect control and ±100 the full control effect; nearly all actives have a fitted effect of over 45% in size; many of its hits are not listed in these tables
Mm-Cpn inhibitor – inhibitors of Methanococcus maripaludis chaperonin (MmCpn) | purified Mm-Cpn ATPase, ADP Transcreener TR-FRET | Potency, µM (highest dose often 76.9 µM), inactives show at the highest dose activity, negative = inhibition, usual class: inhibitors | 330,000 compounds, 0.031% hits; further: potency means the concentration at half of the fitted maximal effect; on the % scale 0 is the no-effect control and ±100 the full control effect; nearly all actives have a fitted effect of over 80% in size
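25 nM Mm-CPN + cpd, 10 min 37°C; + 10 uM ATP, 30 min 37°C; buffer 30 mM Tris pH 7.4, 100 mM KCl, 5 mM MgCl2, 1 mM DTT; Transcreener ADP HTRF detection 30 min RT.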
WRN helicase inh – WRN helicase (human) inhibition; WRN helicase unwinding, fluorescent forked duplex, kinetic; Potency, µM (doses to about 114 µM), for the others: at the top dose activity change, negative = inhibition, hits mostly inhibitors; 360,000 compounds, 0.46% hits; AID 651768; further: potency means the concentration at half of the fitted maximal effect; on the % scale 0 is the no-effect control and ±100 the full control effect; nearly all actives have a fitted effect of over 55% in size
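Fluorescence dequenching readout, ex 525 nm/em 598 nm, kinetic mode: forked duplex DNA (100 nM final) with adjacent fluorophore and quencher unwound by WRN (20 nM final) with 2 mM ATP. Compound preincubation 15 min, room temperature.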
Starred values were filed as active, the others as inactive; ? = inconclusive; . = no result given; [ ] = dose if it differs, or a comment. Unless noted, the call rests on the fitted dose curve; in most records, active means well fitted curve in the direction sought with a large enough effect; inconclusive means small, poorly fitted or top-dose-only effect, or another doubt; inactive means no such curve, though single readings can be large; an effect the other way counts as inactive or inconclusive.

SMILES	PLK1 PBD block	CCT chaperon mod	EPAC1 antag	PI5P4Ka inh	EPAC1 ag	EPAC2 antagonist	Mm-Cpn inhibitor	WRN helicase inh
CC(=O)OC[C@H]1COc2ccc3ccccc3c2[C@H]1N(C)C(C)=O	-8%	-7.2	5%	7	-2%	-7%	-5%	-1%
CCN(c1cccc(C)c1)S(=O)(=O)c1cc2c3c(c1)CCN3C(=O)CC2	-1%	-1.8	-10%	-6	?	-1%	?	-17%
COC(=O)N/N=C(\C)c1cccs1	-8%	-1.9	10%	6	0%	18%	0%	5%
COc1ccc(CNC(=O)CN2C(=O)NC3(CCCc4sccc43)C2=O)cc1OC (configuration not stated)	-3%	-3.4	-6%	-4	4%	-4%	0%	3%
COc1ccc(OC)c(Cc2nnc(CCC(=O)NCc3nc4ccccc4s3)o2)c1	?	3.4	-8%	3	-14%	12%	-3%	-6%
CCCCC(=O)NC(Nc1ccc(C)cn1)(C(=O)OCC)C(F)(F)F (configuration not stated)	-1%	-0.2	-1%	6	-2%	8%	-1%	3%
NS(=O)(=O)c1ccc(NC(=O)C(=O)NCCC(=O)O)cc1	2%	-0.5	-24%	3	8%	0%	0%	-2%
COC(=O)c1ccc(NC(=O)C2CCN(S(C)(=O)=O)CC2)cc1	-8%	0.6	8%	-2	8%	12%	1%	0%
CCNC(=S)NCc1ccco1	5%	0.8	10%	2	-3%	11%	-1%	3%
CCOC(=O)Cn1cc(/C=C/[N+](=O)[O-])c2ccccc21	?	1.1	-8%	-2	-3%	10%[57.1 µM]	-2%	-14%
Oc1ccc2ccccc2c1/C=N/Nc1ccccc1	?	-1.5	-6%	3	22%	-1%	0%	?
O=C1NCCN(CC2CCN(CCC3CCCC3)CC2)C1=O	-18%	-0.7	-11%	-6	-11%	2%	.	10%
CCc1cccc(NC(=O)c2cccc3c2C(=O)N(CC2CCCO2)C3)c1 (configuration not stated)	-9%	1.0	-10%	1	3%	-22%	1%	-8%
COc1ccc(C(C)=O)cc1CSCCC(=O)O	?	-0.9	-1%	-9	2%	-4%	0%	-10%
Cc1cccc(C)c1NC(=O)C(NC=O)c1ccc(Cl)cc1 (configuration not stated)	3%	-2.1	-8%	4	-4%	8%	1%	-3%
O=C(CN(C(=O)CNC(=O)c1ccco1)c1cccc(F)c1)NC1CCCCC1	-17%	-0.1	-1%	2	6%	-7%	-1%	10%
COc1ccc(CN2CCn3nc(C(=O)NC(C)C)cc3C2=O)cc1	-11%	-3.8	-5%	-10	-7%	-4%	-1%	4%
COc1cccc(C(C#N)NCCCNC(C#N)c2cccc(OC)c2OC)c1OC (configuration not stated)	-3%	-1.2	5%	0	-4%	6%	.	-2%
COc1ccc(NC(=O)c2cccnn2)cc1	-1%	1.9	26%	2	-8%	23%	3%	0%
CC12CCC(=O)N1C(C(=O)Nc1nnc(SCc3ccccc3)s1)CS2 (configuration not stated)	-11%	-1.5	?	0	1%	-11%	1%	?
C=CCc1ccccc1OCC(O)CN1CCN(c2ccccc2F)CC1 (configuration not stated)	4%	-0.6	-7%	2	5%	-15%	0%	-15%[57.1 µM]
Cc1cccc2cc(CN(C(=S)NCC(C)C)C3CCCC3)c(=O)[nH]c12	-2%	-1.6	-2%	7	18%	-10%	-13%	-18%
S=C(Nc1ccc(Br)cc1)Nc1ccc2c(c1)OCCO2	-14%	1.5	-6%	0	-10%	-6%	-3%	-2%
COc1cc(OC)cc(C(=O)N[C@H](C(=O)Nc2ccc(S(=O)(=O)N(C)C)cc2)C(C)C)c1	-5%	2.1	4%	3	7%	-5%	1%	-7%
Cc1cccc(N2CCN(CC(=O)Nc3ccccc3[N+](=O)[O-])CC2)c1C	-4%	-4.0	-3%	.	6%	-8%	-1%	-21%

Profiles, quoted from the list:
COc1ccc(NC(=O)c2cccnn2)cc1 across the screens: PLK1 PBD block: -1%; CCT chaperon mod: 1.9; EPAC1 antag: 26%; PI5P4Ka inh: 2; EPAC1 ag: -8%; EPAC2 antagonist: 23%; Mm-Cpn inhibitor: 3%; WRN helicase inh: 0%
COc1ccc(CN2CCn3nc(C(=O)NC(C)C)cc3C2=O)cc1 across the screens: PLK1 PBD block: -11%; CCT chaperon mod: -3.8; EPAC1 antag: -5%; PI5P4Ka inh: -10; EPAC1 ag: -7%; EPAC2 antagonist: -4%; Mm-Cpn inhibitor: -1%; WRN helicase inh: 4%
O=C1NCCN(CC2CCN(CCC3CCCC3)CC2)C1=O across the screens: PLK1 PBD block: -18%; CCT chaperon mod: -0.7; EPAC1 antag: -11%; PI5P4Ka inh: -6; EPAC1 ag: -11%; EPAC2 antagonist: 2%; Mm-Cpn inhibitor: .; WRN helicase inh: 10%

(list continues)
SMILES	PLK1 PBD block	CCT chaperon mod	EPAC1 antag	PI5P4Ka inh	EPAC1 ag	EPAC2 antagonist	Mm-Cpn inhibitor	WRN helicase inh
CC1(C(=O)NS(=O)(=O)c2cccc(F)c2)CCN1C(=O)CCc1ccc(Cl)cc1Cl (configuration not stated)	-10%	0.4	-2%	7	1%	-4%	.	7%[57.1 µM]
O=C(CP(=O)(c1ccccc1)c1ccccc1)Nn1cnnc1	-1%	-53*	4%	4	8%	2%	-3%	-5%
O=C(C[C@H]1C[C@H]2c3cc(NS(=O)(=O)c4ccc(F)cc4)ccc3O[C@H]2[C@H](CO)O1)NCc1ccncc1	3%	1.3	5%	-1	-9%	4%	.	5%
Cn1c(=S)[nH]c2ccccc21	-30%	-4.0	-5%	7	0%	6%	0%	4%
NC(=O)C1CCCN(C(=S)NCc2ccc3c(c2)OCO3)C1 (configuration not stated)	?	-0.3	1%	0	7%	-3%	-2%	1%
COc1ccc(-n2nnc3c(=O)n(CC(=O)N4CCCC4)cnc32)cc1	-8%	-2.8	0%	.	-2%	-2%	1%	-3%
Cc1nn(C)c(C)c1NC(=O)CN1CCC(O)(c2ccc3c(c2)OCO3)CC1	0%	0.9	1%	.	-4%	9%	0%	1%
NC(=O)/C(=C/c1ccco1)NC(=O)c1ccc(Br)o1	-15%	2.0	3%	-4	2%	0%	.	-21%
CCOc1ccc(C(=O)NCC(C)NC(=O)c2ccc(OCC)cc2)cc1 (configuration not stated)	-11%	-1.2	1%	0	13%	5%	1%	-9%
COc1ccc(C2(c3ccc(OC)cc3)NC(=O)N(CC(=O)Nc3ccccc3C)C2=O)cc1	-7%	-0.1	?	0	5%	1%	1%	-10%
Cc1ccc(OCCCCN2CCC(C)CC2)c(Br)c1	-6%	-3.1	8%	-2	0%	15%	1%	-20%
O=S(=O)(c1cccc(S(=O)(=O)N2CCCC2)c1)c1cccc(S(=O)(=O)N2CCCC2)c1	-3%	5.5	12%	.	-2%	1%	-1%	0%
O=C(CN(Cc1ccco1)Cc1ccco1)Nc1cc(S(=O)(=O)N2CCCCC2)ccc1Cl	1%	0.2	1%	5	2%	-7%	1%	2%
COc1ccc(CNC(=O)Nc2cccc(Cl)c2)cc1	-7%	-1.8	-9%	4	4%	-5%	1%	5%
COc1ccccc1-c1nc(C#N)c(N2CCN(c3ccccc3)CC2)o1	-12%	-0.8	6%	15	9%	-6%[57.1 µM]	-27%	-11%
Fc1ccc(-c2nnc3ccc(N4CCc5ccccc5C4)nn23)cc1	0%	0.4	-1%	-1	-18%	-1%	-2%	-4%
O=C(NCCN1CCOCC1)N1c2ccccc2Sc2ccccc21	-2%	0.5	-9%	9	11%	5%	0%	5%
Cc1ccc(CNCCCn2cnc3c(OCc4ccccc4)ncnc32)o1	-16%	2.0	21%	-6	-7%	15%	.	-3%
Cc1ccc(C2=NN(C(=O)CSc3nnnn3C)C(c3ccco3)C2)cc1 (configuration not stated)	-2%	3.5	3%	4	-1%	-14%	1%	4%
CCCNC(=O)COC(=O)/C=C/c1cccc(F)c1	0%	1.3	4%	-3	1%	3%	1%	-5%
Cc1nn2c(C)nc3sc4c(c3c2nc1=O)CC(C)(C)OC4	-14%	-0.8	1%	.	6%	-4%	0%	0%
O=C(CSC(=S)N1CCCC1)Nc1ccc(Br)cc1Cl	-20%	0.2	-12%	3	-4%	3%	2%	-25%

Part of the list above, reformatted:
Structure,PLK1 PBD block,CCT chaperon mod,EPAC1 antag,PI5P4Ka inh,EPAC1 ag,EPAC2 antagonist,Mm-Cpn inhibitor,WRN helicase inh
NC(=O)C1CCCN(C(=S)NCc2ccc3c(c2)OCO3)C1 (configuration not stated),?,-0.3,1%,0,7%,-3%,-2%,1%
COc1ccc(-n2nnc3c(=O)n(CC(=O)N4CCCC4)cnc32)cc1,-8%,-2.8,0%,.,-2%,-2%,1%,-3%
Cc1nn(C)c(C)c1NC(=O)CN1CCC(O)(c2ccc3c(c2)OCO3)CC1,0%,0.9,1%,.,-4%,9%,0%,1%
NC(=O)/C(=C/c1ccco1)NC(=O)c1ccc(Br)o1,-15%,2.0,3%,-4,2%,0%,.,-21%
CCOc1ccc(C(=O)NCC(C)NC(=O)c2ccc(OCC)cc2)cc1 (configuration not stated),-11%,-1.2,1%,0,13%,5%,1%,-9%
COc1ccc(C2(c3ccc(OC)cc3)NC(=O)N(CC(=O)Nc3ccccc3C)C2=O)cc1,-7%,-0.1,?,0,5%,1%,1%,-10%
Cc1ccc(OCCCCN2CCC(C)CC2)c(Br)c1,-6%,-3.1,8%,-2,0%,15%,1%,-20%

Some of the compounds tested. The share of hits here may be higher or lower than overall.
